Screens deposited in PubChem by The Scripps Research Institute Molecular Screening Center.
MBD2 inh: inhibitors of human MBD2 binding to methylated oligonucleotide; Q9UBB5; TR-FRET; inhibition, % at 4.4 µM; 0.31% of 370,000 active; AID 686964; in the data active = inhibition above about 13%
PLC-gamma1 inh: inhibitors of human phospholipase C gamma1; P19174; purified PLC-gamma1, fluorogenic substrate, fluorescence; inhibition, % at 12.2 µM; 0.84% of 370,000 active; AID 720700; in the data active = inhibition above about 9.5%
ASAP1 GAP inh: blocks human ASAP1-stimulated Arf1 GTP hydrolysis; 0.19% of 360,000 active; GDP FP detection; Q9ULH1; AID 624377; inhibition, % at 16.5 µM; in the data active = inhibition above about 25%;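 note: 0% = vehicle with enzyme and substrate and 100% = no enzyme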
Tn6 DDE FP: inhibitors of Tn6 peptide binding to human fibrin DD(E) | P02675 | inhibition, % at 8.3 µM | 0.21% of 370,000 active | Fibrin DD(E) TRITC-Tn6 fluorescence polarization displacement;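 active = inhibition above a per-campaign cutoff: mean of compounds within control limits plus 3 SD, cut at about 15% in these data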;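 note: 0% = median of all compound wells on the plate and 100% = blocking peptide control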
ADAM17 inh: inhibitors of human ADAM17; recombinant ADAM17, EDANS/DABCYL FRET peptide cleavage; P78536; inhibition, % at 6.95 µM; 0.83% of 370,000 active;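 active = inhibition above the mean of compounds lying between control limits plus 3 SD, set per campaign, cut at about 8.5% in these data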;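 note: 0% = DMSO-only wells as the low control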
UHRF1 binding: human UHRF1 methylated DNA binding inhibitors. UHRF1 binding to methylated oligo, TR-FRET. Q96T88. inhibition, % at 4.4 µM. AID 687016. 0.75% of 370,000 active; in the data active = inhibition above about 21%;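 note: UHRF1 SRA domain binding a hemimethylated CpG hairpin DNA probe; 0% = median of test compound wells and 100% = reference inhibitor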
Target sequence (Q96T88 whole entry, looked up, the tested form may be a part): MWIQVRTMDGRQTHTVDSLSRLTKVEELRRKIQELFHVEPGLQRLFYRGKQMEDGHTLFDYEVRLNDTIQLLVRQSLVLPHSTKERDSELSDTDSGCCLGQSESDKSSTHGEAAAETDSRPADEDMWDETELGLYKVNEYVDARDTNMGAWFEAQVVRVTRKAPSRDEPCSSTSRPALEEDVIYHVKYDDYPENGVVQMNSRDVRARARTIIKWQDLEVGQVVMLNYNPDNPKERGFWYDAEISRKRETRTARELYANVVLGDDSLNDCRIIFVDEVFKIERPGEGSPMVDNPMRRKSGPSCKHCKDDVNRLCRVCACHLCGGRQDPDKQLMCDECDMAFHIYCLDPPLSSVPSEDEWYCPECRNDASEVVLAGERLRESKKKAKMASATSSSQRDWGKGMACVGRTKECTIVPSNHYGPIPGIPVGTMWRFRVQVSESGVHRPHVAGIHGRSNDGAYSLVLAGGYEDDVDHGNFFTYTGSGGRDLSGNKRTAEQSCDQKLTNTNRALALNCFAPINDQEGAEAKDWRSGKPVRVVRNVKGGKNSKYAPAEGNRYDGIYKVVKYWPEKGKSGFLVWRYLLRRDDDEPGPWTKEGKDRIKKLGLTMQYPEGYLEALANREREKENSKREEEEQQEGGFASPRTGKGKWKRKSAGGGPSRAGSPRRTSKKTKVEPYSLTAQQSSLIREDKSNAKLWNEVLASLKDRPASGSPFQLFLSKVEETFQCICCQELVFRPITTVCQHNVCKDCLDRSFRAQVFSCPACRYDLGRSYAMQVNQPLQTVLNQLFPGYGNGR
proKLK7 act: activators of human kallikrein-7 zymogen. P49862. purified proKLK7, EDANS-DABCYL substrate fluorescence; 100% is mature enzyme control, 0% vehicle. activation, % at 7 µM. 0.9% of 370,000 active. AID 652039;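 active = activation above the mean of all tested compounds plus 3 SD, computed per campaign excluding outliers beyond control limits, cut at about 13% in these data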
PLC-beta3 inh: PLC-beta3 (human) inhibition, primary screen. Q01970. Purified PLC-beta3, fluorogenic substrate, fluorescence. inhibition, % at 12.2 µM. 0.18% of 370,000 active. AID 720704; in the data active = inhibition above about 11%;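 note: 0% = median of compound wells on plate and 100% = full blocker control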
Tn7 DDE FP: disrupts Tn7 cyclic peptide binding to fibrin D-Dimer-E complex; FP displacement of FITC-Tn7 peptide from fibrin DD(E); 0% = median of compound wells per plate; P02675; AID 720508; 0.13% of 370,000 active; inhibition, % at 8.3 µM;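 active = inhibition above the mean of compounds falling within the control limits plus 3 SD of them, cut at about 14% in these data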;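 note: 0% = plate median of compound wells and 100% = 10 µM Aha-Tn7 peptide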
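Assay system: Fibrin-DD(E) protein isolated from polymerized human fibrin clots; read-out basis: percent inhibition; medium: Tris/NaCl/CaCl2 buffer, pH 7.8; signal: FP measurement; incubation: 10 min plus 3 h, room temperature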
ARFGAP1 inhibitor: rat ARFGAP1 inhibition. Q62848. Arfgap1-stimulated ARF1 GTP hydrolysis, GDP FP detection. inhibition, % at 16.5 µM. 0.26% of 360,000 active. AID 651572;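 active = inhibition above a per-plate limit, mean inhibition of low control wells plus 3 SD, cut at about 25% in these data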;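 note: 0% = DMSO wells with enzyme and 100% = wells lacking Arfgap1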
Target sequence (Q62848 1-136 limits assumed): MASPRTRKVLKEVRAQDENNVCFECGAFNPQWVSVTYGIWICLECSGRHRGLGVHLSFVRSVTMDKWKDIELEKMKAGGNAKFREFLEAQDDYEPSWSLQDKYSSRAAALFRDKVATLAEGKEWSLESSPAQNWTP
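System: truncated rat Arfgap1 GAP domain / Benchmarks: high control wells lacking Arfgap1, low control full reaction with DMSO / Times: compound-enzyme preincubation 20 min, reaction 120 min, detection 60 min, 25 °C / Repeats: one replicate per compound / Also added: human ARF1(Δ1-17)-GTP substrate / Measured by: Tracer-displacement fluorescence polarization with EDTA stop, 620/688 nm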
Active calls of the source: *; i = inactive; . = no result given.

Sample of the layout:
MBD2 inh,PLC-gamma1 inh,ASAP1 GAP inh,Tn6 DDE FP,ADAM17 inh,UHRF1 binding,proKLK7 act,PLC-beta3 inh,Tn7 DDE FP,SMILES,ARFGAP1 inhibitor
9,0,2,-7,-4,6,0.8,-11,2,O=C(CN1CCc2ccccc2C1)Nc1cccc(S(=O)(=O)N2CCCC2)c1,5
-2,7,-6,3,4,5,0.4,5,-2,Cc1ccc(NC(=O)C2CC(=O)N(Cc3ccccc3)C2)nc1 (configuration not stated),0
7,-403,5,-7,-122,0,23*,-495,0,COC(=O)CNC(=O)CN1c2cccc3cccc(c23)S1(=O)=O,9
-3,-2,4,0,-3,0,0.6,0,-11,CSCCC(NC(=O)COc1cccc2ccccc12)C(=O)O (configuration not stated),-3
-4,-147,14,-6,-380,9,15*,-212,-5,O=c1[nH]c2cc3c(cc2cc1C(c1nnnn1CC1CCCO1)N1CCCC1)OCO3 (configuration not stated),9

Main list, previewed entries included:
MBD2 inh,PLC-gamma1 inh,ASAP1 GAP inh,Tn6 DDE FP,ADAM17 inh,UHRF1 binding,proKLK7 act,PLC-beta3 inh,Tn7 DDE FP,SMILES,ARFGAP1 inhibitor
9,0,2,-7,-4,6,0.8,-11,2,O=C(CN1CCc2ccccc2C1)Nc1cccc(S(=O)(=O)N2CCCC2)c1,5
-2,7,-6,3,4,5,0.4,5,-2,Cc1ccc(NC(=O)C2CC(=O)N(Cc3ccccc3)C2)nc1 (configuration not stated),0
7,-403,5,-7,-122,0,23*,-495,0,COC(=O)CNC(=O)CN1c2cccc3cccc(c23)S1(=O)=O,9
-3,-2,4,0,-3,0,0.6,0,-11,CSCCC(NC(=O)COc1cccc2ccccc12)C(=O)O (configuration not stated),-3
-4,-147,14,-6,-380,9,15*,-212,-5,O=c1[nH]c2cc3c(cc2cc1C(c1nnnn1CC1CCCO1)N1CCCC1)OCO3 (configuration not stated),9
1,3,8,0,0,1,-0.2,2,5,Cc1ccc(N(CC(=O)N/N=C/c2cccs2)S(C)(=O)=O)cc1Cl,6
0,-298,-10,-2,-229,-3,19*,-387,3,C=CCN(CC=C)c1nc2ccccc2nc1C(C#N)C(=O)OC(C)C (configuration not stated),-16
3,3,10,4,-4,-2,0.3,2,-4,O=C(NCc1ccc(F)cc1)C1CCCN1C(=O)NCc1ccccc1 (configuration not stated),11
-2,-5,8,2,-1,-1,0.4,-7,-5,CCOC(=O)CSC1=N/C(=C\c2ccc(OC)c(OC)c2)C(=O)N1C,-14
-5,2,10,-2,-4,1,0.3,-6,4,Cc1cccc(C)c1NC(=O)CN(C)C(=O)c1cc([N+](=O)[O-])ccc1N1CCOCC1,2
-7,2,-3,2,-3,-1,-0.2,-2,9,CC(=O)N[C@@H](Cc1c[nH]c2ccccc12)C(=O)NC1CC1,1
-5,2,9,0,2,0,0.4,-3,3,COCCNC(=O)C(=O)N/N=C(\C)CC(=O)Nc1ccc2c(c1)OCO2,10
-5,0,10,-2,-1,0,0.0,-2,-1,O=C(COC(=O)c1ccccc1Sc1ccc(C(F)(F)F)cc1[N+](=O)[O-])NC(=O)NC1CCCC1,0
2,-2,0,1,1,-1,-0.5,-3,2,COc1cccc2cc(C(=O)Nc3ccccc3C(=O)N3CCOCC3)oc12,20
2,4,6,4,-2,0,-0.1,-6,1,Cc1cc(C(F)(F)F)c2c(=O)[nH]c(=O)n(Cc3ccccc3)c2n1,2
-4,1,-1,3,-5,-1,-0.3,-5,4,C=CCn1c(=O)c(C(=O)Nc2ccccc2C)c(O)c2ccccc21,-2
0,-3,3,-6,-1,-1,0.1,-14,-3,Cc1ccc(OCCNC(=O)c2ccc(COc3ccccc3)o2)cc1,12
-5,-4,-4,-2,-5,-9,1.0,-4,-3,Cc1cc(C)n(C(=O)c2ccc(S(=O)(=O)NCC3CCCO3)cc2)n1 (configuration not stated),0
-5,-22,0,0,-75,0,1.9,-29,4,Cc1cccc(NC(=S)N(CCN2CCOCC2)Cc2cc3cc4c(cc3[nH]c2=O)OCO4)c1,-3
4,i,18,-5,3,1,-3.1,i,-12,CC(C)(C)c1cc(-c2nc(N)nc(N)n2)c(O)c(C(C)(C)C)c1,14
-1,0,-14,2,-1,0,-0.2,-2,3,CCCCC(=O)NC(=S)Nc1cccc(NC(=O)c2ccco2)c1,0
2,3,16,1,-2,0,13,-7,-2,COc1ccc(NC(=O)c2cc(-c3ccco3)on2)c(OC)c1,11
2,2,-9,2,0,-1,0.1,5,7,O=C(CCCCCN1C(=O)[C@@H]2Cc3ccccc3CN2C1=O)N[C@@H](Cc1ccc(O)cc1)C(=O)O,7
6,0,3,-4,-7,3,-0.1,-8,2,Cc1cc(C)c2nc(Nc3nc(-c4ccccc4)cc(=O)[nH]3)nc(C)c2c1,-7
-1,2,3,-2,2,0,-0.3,1,-3,Cc1cc2c(cc1S(=O)(=O)CCC(=O)N1CC(C)CC(C)C1)OCC(=O)N2 (configuration not stated),16

Look-ups from the results shown.
In MBD2 inh, `O=C(NCc1ccc(F)cc1)C1CCCN1C(=O)NCc1ccccc1` (configuration not stated) has 3
In Tn7 DDE FP, `Cc1cc(C)c2nc(Nc3nc(-c4ccccc4)cc(=O)[nH]3)nc(C)c2c1` has 2
In ARFGAP1 inhibitor, `Cc1ccc(OCCNC(=O)c2ccc(COc3ccccc3)o2)cc1` has 12

Going on with the list:
MBD2 inh,PLC-gamma1 inh,ASAP1 GAP inh,Tn6 DDE FP,ADAM17 inh,UHRF1 binding,proKLK7 act,PLC-beta3 inh,Tn7 DDE FP,SMILES,ARFGAP1 inhibitor
3,-1,-10,-1,-4,2,-0.8,1,7,Cc1ccc(S(=O)(=O)CCc2nc3ccccc3n2CCC#N)cc1,-10
-3,-2,-4,-4,-4,-1,0.2,-2,-2,Cc1cccc(NC(=O)COc2ccccc2)c1,-1
4,-3,7,-8,-3,4,-0.2,-4,0,CN1C(=O)[C@H]2[C@@H](/C=C/c3ccccc3)N3C(=O)CN(CCO)C(=O)[C@@]3(C)[C@H]2C1=O,-14
5,-3,5,-2,-2,1,0.4,-9,2,O=C(NCCc1ccc(Cl)cc1)C1CCCN(S(=O)(=O)N2CCCCCC2)C1 (configuration not stated),8
0,3,-1,-3,-4,0,-0.6,-6,1,COc1ccccc1OCC(=O)N(Cc1nnc(-c2ccccc2Cl)o1)C1CC1,13
-3,1,-8,-1,-1,0,-0.5,1,2,CN1OC[C@@H]2CN(C(=O)C(C)(C)C)[C@H](c3cccc(-c4ccccc4)c3)C[C@@H]21,6
3,-3,-5,4,-4,0,-0.6,1,6,Clc1ccc(Cl)c(OCc2cc(-c3ccccc3Cl)on2)c1,-3
3,1,-12,-2,3,-3,-0.3,0,-1,C=CCC1S/C(=N/N=C/c2cccs2)NC1=O (configuration not stated),1
6,1,17,-8,-4,2,0.4,-3,-3,Cc1nnc(SCc2ccccc2F)n1NCc1cccs1,9
5,1,.,-7,0,-3,-0.7,1,-4,CCOC(=O)[C@@]12CCCC=C1N(CCc1ccc(Cl)cc1)C(=O)[C@H]2CC(=O)N1CCN(C(=O)c2ccco2)CC1,.
-5,-45,-12,-2,4,-3,-8.4,-72,-2,Cc1cc(Nc2ccc(Cl)c(C(F)(F)F)c2)cc(=O)n1-c1ccc(Cl)c(C(F)(F)F)c1,8
-5,-44,8,1,-5,-2,0.1,-65,9,COc1ccc(/C=N/NC(=O)c2cccnc2)c2ccccc12,-9
1,-1,17,4,-2,-3,0.2,5,-1,CC(=O)N1CCN=C1SCc1ccccc1F,11
2,-78,2,-2,1,-4,-0.9,-85,-3,CCOC(=O)c1oc2cccc(O)c2c1C,5
4,0,3,3,-4,1,-0.1,3,-5,O=C(Nc1nnc2n1CCS2)c1ccco1,0
-1,-1,-3,-1,-3,-1,-0.1,3,2,COc1ccc(S(=O)(=O)NCc2ccc(C(=O)N3CCN(Cc4ccccc4)CC3)cc2)cc1,-4
4,2,-7,-3,-4,2,-0.3,0,0,Cc1cc(NC(=O)c2ccc(S(=O)(=O)N(C)C)cc2)no1,2
-4,0,-1,-8,-2,0,0.6,1,-2,CCN(CC)C(=O)C1CC(=O)N(c2ccc(OC)cc2)C1c1ccc(OC)cc1 (configuration not stated),-10

Entries of single compounds, looked up by structure. Order of values: MBD2 inh	PLC-gamma1 inh	ASAP1 GAP inh	Tn6 DDE FP	ADAM17 inh	UHRF1 binding	proKLK7 act	PLC-beta3 inh	Tn7 DDE FP	ARFGAP1 inhibitor
CN1OC[C@@H]2CN(C(=O)C(C)(C)C)[C@H](c3cccc(-c4ccccc4)c3)C[C@@H]21 reads -3	1	-8	-1	-1	0	-0.5	1	2	6
CCOC(=O)[C@@]12CCCC=C1N(CCc1ccc(Cl)cc1)C(=O)[C@H]2CC(=O)N1CCN(C(=O)c2ccco2)CC1 reads 5	1	.	-7	0	-3	-0.7	1	-4	.
CN1C(=O)[C@H]2[C@@H](/C=C/c3ccccc3)N3C(=O)CN(CCO)C(=O)[C@@]3(C)[C@H]2C1=O reads 4	-3	7	-8	-3	4	-0.2	-4	0	-14
O=C(NCCc1ccc(Cl)cc1)C1CCCN(S(=O)(=O)N2CCCCCC2)C1 (configuration not stated) reads 5	-3	5	-2	-2	1	0.4	-9	2	8
COc1ccc(/C=N/NC(=O)c2cccnc2)c2ccccc12 reads -5	-44	8	1	-5	-2	0.1	-65	9	-9
